TTR transcr act = activators of transthyretin transcription; SH-SY5Y TTR promoter Gaussia luciferase, luminescence; 100% = recombinant luciferase protein wells; activation, % at 16.7 µM; actives 1.3% (n = 92,000);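 active means activation above the mean of all tested compounds plus 3 SD, cut at about 9.5% in these data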;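 further: cells exposed to compounds for one day before reading; 0% = median of all test compound wells on the plate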
The depositor's hits bear a star; & = joins results of further samples.

SMILES | TTR transcr act
Cn1cnc([N+](=O)[O-])c1SCC(O)CCl (stereo not given) | 2.3
O=C(c1ccccc1)N1CCN(C2CC(=O)N(CCc3ccccc3)C2=O)CC1 (stereo not given) | 0.7
CC(C)CCNC(=O)CN(Cc1cccs1)C(=O)CCC(=O)Nc1nccs1 | -0.4
Cc1ccc(OCCN2C(=O)C(=O)c3cccc(C)c32)cc1 | -2.8
CC(C)c1[nH]nc2c1C(c1cccc(OC(=O)N3CCOCC3)c1)C(C#N)=C(N)O2 (stereo not given) | -1.1
O=C(Nc1cccc(C(=O)N2CCCc3ccccc32)c1)c1ccccc1 | -2.6
CCC(C)[C@@H](N)C(=O)N/N=C/c1ccc2ncccc2c1 (stereo not given in full) | 0.1
NS(=O)(=O)c1ccccc1NC(=O)c1c(O)c2ccccc2[nH]c1=O | -1.3
CCCOc1cccc(-c2cc(C(=O)NNC(=S)NCC)c3ccccc3n2)c1 | 0.7
COc1ccc(NC(=O)N(C)C[C@@H]2OCc3cn(nn3)CCCC(=O)N([C@H](C)CO)C[C@H]2C)c(OC)c1 | 0.0
Cc1c(C)c2cc(Cl)c(OCc3nn[nH]n3)cc2oc1=O | -1.2
Cc1ccc(-n2nc3c(c2NC(=O)c2ccc4c(c2)OCO4)CS(=O)C3)cc1 (stereo not given) | 0.5
CC(=O)c1cc(CN2CCCCC2)cc(OC(C)C)c1 | 1.0
COc1cc2c(cc1OC)C(C)N(C(=O)c1cccs1)CC2 (stereo not given) | -1.3
COc1ccc(CNC(=O)C2CCN(S(=O)(=O)c3ccc(N4CCCC4=O)cc3)CC2)cc1 | 3.7
O=C1c2ccccc2-c2c1cccc2C(=O)N1CCCCCC1 | 1.4
O=C(NCc1ccccc1)N(Cc1cc2cc3c(cc2[nH]c1=O)OCO3)CC1CCCO1 (stereo not given) | -0.1
CCOc1ccccc1NC(=O)CSc1nnc(-c2cnccn2)n1CC | 0.7
CCOC(=O)C(C(=O)OCC)[C@@H]1CS(=O)(=O)C[C@H]1C(C(=O)OCC)C(=O)OCC | 0.1
COc1cc(NC(=S)NCC2CCCO2)c(OC)cc1Cl (stereo not given) | -0.6
O=C1CC(c2ccccc2)C(C(=O)O)N1 (stereo not given) | -1.3
C=CCn1c(SCC(=O)N2CCOCC2)nnc1C(C)NC(=O)c1ccccc1 (stereo not given) | -1.9
COc1ccc(-c2cc(C(=O)Nc3cc(S(N)(=O)=O)ccc3C)c3ccccc3n2)cc1OC | -1.2
CC(C)(C)c1nnc(N/N=C/c2ccccc2O)n(N)c1=O | 0.1
CCOC(=O)c1c(C)nc2ccccn12 | 0.5
(further entries)
SMILES | TTR transcr act
CC1CN(S(=O)(=O)c2cccc(C(=O)OC/C(O)=C(\C#N)c3nc4ccccc4[nH]3)c2)CC(C)O1 (stereo not given) | 0.6
O=C(CN1CCOCC1)Nc1ccc(Cl)cn1 | -0.5
O=C1C2C3C=CC(CC3)C2C(=O)N1c1ccccc1[N+](=O)[O-] (stereo not given) | 0.9
COc1ccc(/C=N/NC(=O)C(=O)NCc2cccnc2)cc1 | -1.6
Cc1ccc(-c2nn(-c3ccccc3)cc2C2CC(c3ccccc3)=NN2C(=O)CCC(=O)O)cc1 (stereo not given) | -2.1
O=C(NCc1ccc2c(c1)OCO2)C1CC(=O)N(C2CCCCCC2)C1 (stereo not given) | 1.5
CCCCc1ccc(NC(=S)NN2CCOCC2)cc1 | 3.3
CCCCc1c(O)nc(SCC(=O)Nc2cccc3ccccc23)n(-c2ccccc2OC)c1=O | 0.7
CCOc1ccc(C(=O)Cc2ccc3oc(C(=O)O)cc3c2)c(O)c1 | 0.9
COc1ccc(N=Cc2c(OC)ccc3ccccc23)cc1 | 0.2
O=C(O)C1Cc2[nH]cnc2C(c2ccc(F)cc2)N1 (stereo not given) | 1.2
CCOC(=O)N1CCc2c(sc3c2c(=O)n(Cc2ccccc2)c(=O)n3CC(=O)NCC2CCCO2)C1 (stereo not given) | -1.9
Nc1ccc(Oc2c(Cl)cccc2Cl)nc1 | -0.1
Cc1cc(Br)ccc1OCCNCc1ccccc1 | -1.1
C[C@@H](NC(=O)Cn1ccc(NC(=O)OCc2ccccc2)nc1=O)c1cccc2ccccc12 | 0.8
COc1ccc(-n2cc(CNCCCn3ccnc3)c(-c3ccccc3Cl)n2)cc1 | 0.1
C=CCNC(=O)CN1CCC(NC(=O)c2ccco2)CC1 | -0.8
CSc1nc2ccc(NC(=O)c3ccc(=O)n(C)n3)cc2s1 | -0.8
CN1CCN(C(=O)c2sc(=S)n(-c3ccccc3)c2N)CC1 | 0.6
O=C(/C=C/c1ccc(Br)cc1)NCc1cccs1 | -2.1
CCOC(=O)C1CCN(C(=S)Nc2ccccc2)CC1 | -1.0
CCCS(=O)(=O)NC(=O)C1(C)CCN(C(=O)c2cccc3ccccc23)C1 (stereo not given) | 4.9
CCCC#Cc1cnc2c(c1)C(=O)N([C@H](C)CO)C[C@@H](C)[C@@H](CN(C)C(=O)Nc1cccc(F)c1)O2 | -0.7
Cc1ccn(CCNC(=O)C2CCC(=O)N(CCc3ccc(Cl)cc3)C2)n1 (stereo not given) | 6.9
COc1c(Cl)cc(Br)c(OC)c1C(=O)NC(=O)Nc1nc(C)cc(C)n1 | 0.2

Not a retest: four of the compounds above.
SMILES | TTR transcr act
CC1CN(S(=O)(=O)c2cccc(C(=O)OC/C(O)=C(\C#N)c3nc4ccccc4[nH]3)c2)CC(C)O1 (stereo not given) | 0.6
O=C(CN1CCOCC1)Nc1ccc(Cl)cn1 | -0.5
O=C1C2C3C=CC(CC3)C2C(=O)N1c1ccccc1[N+](=O)[O-] (stereo not given) | 0.9
COc1ccc(/C=N/NC(=O)C(=O)NCc2cccnc2)cc1 | -1.6

New compounds follow
SMILES | TTR transcr act
O=C(COC(=O)c1ccc2ncsc2c1)Nc1ccc(Cl)cc1 | 1.5
COc1ccc2c(c1)OC[C@H]1[C@H]2N2C(=O)c3ccc(F)cc3NC(=O)[C@@]2(C)[C@H]1c1ccccc1 | -4.3
CC(=O)c1ccc(N(C)C)cc1 | 0.3
CC(C)C(C)(C#N)NC(=O)CSc1nc(C2CCCCC2)n(-c2ccccc2)n1 (stereo not given) | -0.7
CC(/C=C/c1ccco1)=N\NC(=O)C(O)c1ccccc1 (stereo not given) | 0.1
CC(C)CCNC(=O)c1cnn2c(C(F)(F)F)cc(-c3ccco3)nc12 | 0.4
NC(=O)CSc1nnc(-c2cccs2)n1Cc1ccco1 | 1.2
CN(Cc1ccccc1)C(=O)OCc1cn(Cc2ccccc2C(F)(F)F)nn1 | -0.3
CCOC(=O)CC1(C)Oc2ccccc2N1S(=O)(=O)c1ccc(C)cc1 (stereo not given) | 4.8
Cc1ccc(-n2c(O)c(C=NCc3ccccn3)c3ccccc3c2=O)cc1 | 0.2
CC1(C)CC2CC(C)(CN2C(=O)C23CCC(C)(C(=O)C2)C3(C)C)C1 (stereo not given) | -0.2
O=C(NNC(=O)c1cc2c(s1)CCCC2)c1ccccc1 | 0.1
CC1(C)CC(NC(=O)CC(c2ccccc2)c2ccccc2)CC(C)(C)N1 | 0.6
O=C1NC(=O)/C(=C\c2ccccc2OCc2cccc([N+](=O)[O-])c2)N1 | -1.4
CN(Cc1ccccc1)c1cc2c(c3c1ccn3C)C1CCC2O1 (stereo not given) | -0.9
CCOC(=O)c1c(N)sc2c(OC)c(Br)ccc12 | -4.0
O=Cc1ccc(OCc2ccc3ccccc3c2)cc1 | 1.0
CC(C(c1ccc2c(c1)OCO2)c1c(N)n(C)c(=O)n(C)c1=O)[N+](=O)[O-] (stereo not given) | 3.7
CC(=O)NC1=NN(C(C)=O)C(c2ccco2)S1 (stereo not given) | -0.9
O=C(COc1ccc(Cl)cc1)Nc1nnc(-c2ccc3c(c2)CCCC3)o1 | -0.4
O=C(c1ccccc1)N(C(=O)c1ccccc1)c1ncnc2c1C(c1ccccc1)c1c(ccc3ccccc13)O2 (stereo not given) | -0.3
CC1(C(=O)N/N=C/c2ccccc2)CC1(Br)Br (stereo not given) | 0.0
C=CCC(C)(NCc1ccccc1)c1ccco1 (stereo not given) | 0.9
O=C1CCCc2nc(NCc3ccco3)ncc21 | -1.3
CC(C)[C@@H](C(=O)OCC(=O)Nc1ccc2c(c1)OCO2)N1C(=O)c2ccccc2C1=O | 1.0

Entries listed so far that have a furan ring, fused or not, in the order listed:
SMILES | TTR transcr act
CCOc1ccc(C(=O)Cc2ccc3oc(C(=O)O)cc3c2)c(O)c1 | 0.9
C=CCNC(=O)CN1CCC(NC(=O)c2ccco2)CC1 | -0.8
CC(/C=C/c1ccco1)=N\NC(=O)C(O)c1ccccc1 (stereo not given) | 0.1
CC(C)CCNC(=O)c1cnn2c(C(F)(F)F)cc(-c3ccco3)nc12 | 0.4
NC(=O)CSc1nnc(-c2cccs2)n1Cc1ccco1 | 1.2
CC(=O)NC1=NN(C(C)=O)C(c2ccco2)S1 (stereo not given) | -0.9
C=CCC(C)(NCc1ccccc1)c1ccco1 (stereo not given) | 0.9
O=C1CCCc2nc(NCc3ccco3)ncc21 | -1.3

Next part:
SMILES | TTR transcr act
O=C1NCCN1Cc1ccc(Cl)cc1 | -1.0
O=C1C2CC=CCC2C(=O)N1Cc1nnc(-c2ccccc2Br)o1 (stereo not given) | 1.1
CC(C)N(Cc1nc(-c2ccc(Cl)cc2)no1)C(=O)c1cccs1 | 0.8
COc1cc2ccc(=O)oc2c(O[C@@H]2O[C@H](CO)[C@@H](O)[C@H](O)[C@H]2O)c1O | -2.3&1.3
CC(C)(C)c1ccc(NC(=O)COC(=O)c2ccc3ncsc3c2)cc1 | 3.3
COc1cc(NC(=O)C/C(C)=N/NC(=O)C(=O)NCCO)c(OC)cc1Cl | -0.6
CC(C)C1CC2=C(C(=O)OC(C)(C)O2)C(c2ccc(F)cc2)O1 (stereo not given) | 0.0
CCN(c1ccccc1)S(=O)(=O)c1ccc(Cl)c(C(=O)NCCc2ccc(OC)cc2)c1 | 0.9
O=C(C1CCN(C2CCN(Cc3ccc4c(c3)CCO4)CC2)CC1)N1CCCC1 | 1.8
CC(=O)Nc1scc(C)c1-c1nc2ccccc2s1 | 0.0
COC(=O)Nc1snnc1C | 1.1
O=C(NC1CCCCC1)c1cccc(S(=O)(=O)N2CCOCC2)c1 | 2.2
Cc1cc(Cl)ccc1Nc1ncccc1C(N)=O | -0.3
CSc1ccc(C#N)cc1NC(=O)c1ccc(Cl)cc1Cl | 5.2
CC(C)(C)OC(=O)N1CCCC1C(=O)O (stereo not given) | -3.4
CCCc1cc(CNC(=O)C2CCC(=O)N(CCc3cccc(F)c3)C2)on1 (stereo not given) | 5.9
O=C(NC12CC3CC(CC(C3)C1)C2)c1cccc(OC(F)F)c1 | -0.9
O=C(Cc1ccccc1)NN1C(=O)C2C3C=CC(C4CC34)C2C1=O (stereo not given) | 10.5*
CCn1c(=O)c(C(C)=O)nc2ccccc21 | 5.6
COc1ccc(OC)c(S(=O)(=O)Nc2cccc3c(O)cccc23)c1 | 3.7
O=C(O)c1cccc(-c2csc(C(O)c3ccc(F)cc3)n2)c1 (stereo not given) | 2.5
O=c1c2ccccc2nc(/C=C/c2cccnc2)n1CCc1ccccc1 | -0.4
O=C(CCCCCCN1C(=O)c2ccccc2C1=O)N1CCC(c2ccccc2)C1 (stereo not given) | -1.1
CC1CCc2c(sc3nc(CN4CCOCC4)nc(Sc4ccccc4)c23)C1 (stereo not given) | 5.6
COc1ccc(C2=Nn3c(nnc3-c3ccccc3F)SC2)cc1OC1CCCC1 | -7.1

Some of these compounds in order of the TTR transcr act value, low to high.
mol,TTR transcr act
COc1cc(NC(=O)C/C(C)=N/NC(=O)C(=O)NCCO)c(OC)cc1Cl,-0.6
CC(=O)Nc1scc(C)c1-c1nc2ccccc2s1,0.0
CCCc1cc(CNC(=O)C2CCC(=O)N(CCc3cccc(F)c3)C2)on1 (stereo not given),5.9

Next part
SMILES | TTR transcr act
Cc1cc(C(=O)NCc2ccco2)sc1C | -1.2
Cc1ccc2[nH]c(=O)c(-c3nc4ccccn4c3NCc3ccco3)cc2c1 | 1.4
CN(C)c1ccc(C(CNC(=O)c2ccc(F)cc2)c2c[nH]c3ccccc23)cc1 (stereo not given) | 1.0
O=C(/C=C/c1ccc(Br)cc1)c1ccco1 | -4.1
CC(=O)c1cccc(-c2csc3ncnc(Sc4nnnn4C)c23)c1 | -1.5
CN(Cc1ccccc1)Cc1ccccc1C(O)c1ccccc1 (stereo not given) | 5.1
CSc1ncccc1C(=O)Nc1ccc(S(=O)(=O)NC2=NCCCCC2)cc1 | 1.3
Cn1cc(/C=N\NC(=O)C2COc3ccccc3O2)c2ccccc21 (stereo not given) | 0.1
CSCC[C@H](NC(=O)N1CCn2c1nc1ccccc12)C(=O)N[C@@H](C(=O)O)c1ccccc1 | 0.9
Cc1c(C)n(CC(O)CN2CCCCCC2)c2ccccc12 (stereo not given) | -1.0
O=c1c2sccc2[nH]c(=S)n1-c1ccccc1 | 3.6
CNc1nc2cccnc2s1 | 0.6
CC1CC2(C)CC(C)C1(COC(=O)Nc1ccccc1)CO2 (stereo not given) | 0.1
O=C(O)c1sc(C(=O)O)c(-c2ccccc2)c1-c1ccccc1 | 0.5
Cc1nc2nc(C)c(NS(=O)(=O)c3ccc4c(c3)CCCC4)c(=O)n2[nH]1 | -1.3
Fc1ccc2c(c1)C(c1ccncc1)=NNC(c1ccc(Cl)cc1)=N2 | -0.1
Cc1ccc(S(=O)(=O)N2[C@@H](c3ccc(Cl)c(Cl)c3)C(C(=O)O)=C[C@H]2CC2CCCC2)cc1 | 1.9
Oc1ccc(Cl)cc1C1=NNC(c2ccc(Cl)cc2)C1 (stereo not given) | 1.3
CCOC(=O)C(C(=O)NCCCN1CCOCC1)C1CCCCC1 (stereo not given) | 5.0
O=c1[nH][nH]c(C(F)(F)F)c1C=NCc1ccc(Cl)cc1 | 1.4
CCOn1c(=O)c[n+]([O-])c2ccccc21 | 0.9
N#CCC(=O)Nc1ccc(C(=O)OCC(=O)N(C2CCCCC2)C2CCCCC2)cc1 | -0.4

A portion of the library, so the mix of outcomes need not match the whole.
